# Source: PubChem
# JMJD2C inh: blocks human GASC-1 demethylase activity; Q9H3R0; GST-JMJD2C(1-420) H3K9me3 demethylation, DELFIA europium; inhibition, % at 2.35 µM; 0.069% of 330,000 active;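 active = more than half of a compound's replicate wells show inhibition beyond 50%, single wells judged on their own value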;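 note: signal counts dimethyl H3K9 product captured on neutravidin plate; 0% = median of DMSO wells and 100% = 0.3 times that DMSO median; strong numbers were not always called active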
# Target sequence (Q9H3R0 1-420 limits assumed): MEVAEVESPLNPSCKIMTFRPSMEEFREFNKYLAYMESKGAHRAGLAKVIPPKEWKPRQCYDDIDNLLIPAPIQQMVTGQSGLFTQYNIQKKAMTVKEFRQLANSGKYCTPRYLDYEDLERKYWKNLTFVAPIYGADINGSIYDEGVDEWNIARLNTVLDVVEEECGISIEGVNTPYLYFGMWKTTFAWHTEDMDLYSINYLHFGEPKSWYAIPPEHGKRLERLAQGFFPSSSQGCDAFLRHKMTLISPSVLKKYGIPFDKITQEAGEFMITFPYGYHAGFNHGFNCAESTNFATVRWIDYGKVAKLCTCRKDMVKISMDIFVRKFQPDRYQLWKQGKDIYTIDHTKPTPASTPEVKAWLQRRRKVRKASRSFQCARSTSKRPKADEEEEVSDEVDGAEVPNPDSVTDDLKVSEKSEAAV
# PP1 inh: blocks human PP1-alpha phosphatase, a PP5 counter-screen; AID 2235; P62136; purified PP1alpha, OMFP fluorescence; 0.9% of 320,000 active; inhibition, % at 6.7 µM;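 active = inhibition above the mean inhibition of all tested compounds plus 3 SD, computed separately for each screening campaign, cut at about 15% in these data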
# Target sequence (P62136 whole entry, looked up): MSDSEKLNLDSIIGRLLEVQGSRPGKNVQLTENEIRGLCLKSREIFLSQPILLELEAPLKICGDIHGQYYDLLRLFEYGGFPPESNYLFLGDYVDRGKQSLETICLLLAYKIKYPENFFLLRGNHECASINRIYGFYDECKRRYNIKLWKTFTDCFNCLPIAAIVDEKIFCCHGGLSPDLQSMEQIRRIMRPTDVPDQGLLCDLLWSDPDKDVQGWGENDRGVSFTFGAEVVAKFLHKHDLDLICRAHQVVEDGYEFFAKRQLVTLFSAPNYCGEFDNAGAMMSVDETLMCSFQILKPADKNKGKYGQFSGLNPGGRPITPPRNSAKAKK
# core dimer inh: blocks dimerization of HCV core protein; TR-FRET GST/Flag-core106 dimerization, 1536-well; inhibition, % at 5 µM; 0.33% of 300,000 active;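 active = inhibition above the mean of all tested compounds plus 3 SD, set per screening campaign, cut at about 45% in these data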
#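 System: GST-tagged and Flag-tagged HCV core protein residues 1-106 / Input: core106 proteins, GST 13.5 nM and Flag 17 nM / Buffer or medium: KF-containing HEPES buffer, pH 7.45, DTT, CHAPS, BSA / Probe or stimulus: Eu-anti-GST and XL665-anti-Flag labelled anti-tag antibodies / Schedule: 4 h, 22.5 °C incubation / Technique: TR-FRET 671 and 617 nm emission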
# ZTA DNA inh: blocks Epstein-Barr virus ZTA, an EBNA-1 counter-screen; 0.15% of 320,000 active; inhibition, % at 11 µM; ZTA-DNA binding, fluorescence polarization; P03206; AID 2234; in the data active = inhibition above about 33%
# Target sequence (P03206 whole entry, looked up): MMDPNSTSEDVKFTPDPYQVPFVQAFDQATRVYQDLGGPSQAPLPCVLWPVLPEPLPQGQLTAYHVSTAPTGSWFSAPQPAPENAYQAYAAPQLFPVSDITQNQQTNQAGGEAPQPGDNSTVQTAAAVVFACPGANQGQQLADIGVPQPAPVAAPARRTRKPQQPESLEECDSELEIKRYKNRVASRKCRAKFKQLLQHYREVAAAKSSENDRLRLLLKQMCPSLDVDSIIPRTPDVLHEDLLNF
# PP5 inh: blocks human protein phosphatase 5 activity. purified PP5c, OMFP substrate fluorescence. P53041. AID 1987. 0.18% of 320,000 active. inhibition, % at 6.7 µM;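 active = inhibition above the campaign's mean inhibition across all tested compounds plus 3 SD, cut at about 9.5% in these data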;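 note: 0% = DMSO only and 100% = 100 µM cantharidin control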
# TPT1 inhibitor: C. albicans TPT1 enzyme inhibition; AID 1962; inhibition, % at 5 µM; 0.81% of 300,000 active; recombinant caTPT1, FP RNA substrate dephosphorylation;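 active = inhibition above the mean of all tested compounds plus 3 SD, set per screening campaign, cut at about 24% in these data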;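 note: plate controls were DMSO alone for no effect and ferristatin control at 100 nM for full effect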
# EBNA-1 inhibitor: blocks EBNA-1 binding to DNA. EBNA-1 DNA binding, fluorescence polarization. inhibition, % at 14.8 µM. 0.34% of 300,000 active. AID 1950; in the data active = inhibition above about 28%
# CTSL1 counter: counter-screen for PFM18AAP inhibitors: inhibitors of F. hepatica cathepsin L1; recombinant F. hepatica cathepsin L1, Z-Leu-Arg-MCA fluorescence; inhibition, % at 5.96 µM; 0.49% of 300,000 active; AID 1906;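 active = inhibition above the mean of all tested compounds plus 3 SD, set per screening campaign, cut at about 17% in these data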;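 note: 0% = plate median of test compound wells and 100% = 1 µM Z-Phe-Ala-diazomethylketone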
# CR mimetic SO: caloric restriction mimetics inhibiting age-related superoxide in yeast; S. cerevisiae aged cells, superoxide DHE fluorescence; stronger effect = lower value; superoxide response (% of plate mean), % at 10 µM; 0.18% of 330,000 active; AID 2690;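 active = superoxide response under a set limit, about three screen SD below normal, cut at about 65% in these data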;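 note: yeast aged for seven days with compound at 30 °C before DHE staining; 100% = average MFI of all compound-treated wells on the plate with controls excluded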
# Active calls of the source: *; i = inactive; . = not tested or not shown.
no.	smiles	JMJD2C inh	PP1 inh	core dimer inh	ZTA DNA inh	PP5 inh
1	OCCN1C2=NCCCN2c2ccccc21	17.2	0.8	-16.7	-15.0	0.2
2	Cc1ccccc1OCC(=O)OCC(=O)c1ccc[nH]1	-1.4	-0.4	.	-3.1	-2.7
3	O=C1Nc2ccccc2C12OCCS2 (configuration not stated)	8.0	-1.4	-5.6	-1.5	0.3
4	COCc1cc(OC)nc(-c2csc(C)n2)n1	.	-1.9	0.9	13.4	-0.9
5	CCCNC(=O)COC(=O)c1ccccc1C(=O)c1ccc(Cl)c([N+](=O)[O-])c1	10.3	-5.6	4.0	0.7	-0.7
6	COc1ccc(CCNC(=O)c2ccc3c(c2)NC(=O)C(C(C)C)N3)cc1OC (configuration not stated)	18.2	0.1	2.3	8.9	-0.6
7	Cc1cc(C)cc(C(=O)NCC(=O)OCc2cc([N+](=O)[O-])cc3c2OCOC3)c1	-4.4	0.9	14.7	14.8	-3.1
8	CCOC(=O)CCS(=O)(=O)c1nc(-c2ccccc2)cc(C(F)(F)F)n1	-2.1	2.0	-1.5	12.4	1.7
9	S=c1nc(Cc2ccc(Cl)cc2)[nH]c2ccccc12	-6.1	0.5	53.8*	-3.0	-0.4
10	O=C(Nc1cc(Cl)c(Cl)cc1Cl)c1cccnc1	11.5	2.9	1.0	-8.9	2.6

no.	TPT1 inhibitor	EBNA-1 inhibitor	CTSL1 counter	CR mimetic SO
1	1.1	-4.8	1.0	100.7
2	.	.	.	141.8
3	-2.8	-3.5	-0.9	97.2
4	-1.5	7.5	2.5	82.3
5	0.2	3.8	8.6	94.4
6	-1.0	9.0	-2.1	115.7
7	-1.4	-2.7	-8.5	98.2
8	-0.8	13.9	-1.5	102.0
9	1.4	9.1	0.6	108.4
10	-3.1	5.8	-3.0	102.9

# (listing goes on)
no.	smiles	JMJD2C inh	PP1 inh	core dimer inh	ZTA DNA inh	PP5 inh
11	Cc1cc(NC(=O)CCC(=O)N(CCC(C)C)CC(=O)NCC2CCCO2)no1 (configuration not stated)	8.8	-4.0	3.5	-9.4	-1.8
12	COC(=O)c1cc2sccc2n1Cc1ccc(C)cc1	-5.7	-1.7	-4.0	-9.5	0.2
13	CCc1nnc(N2C(=N)SCC2=O)s1	23.2	-0.6	-4.5	-11.2	1.7
14	O=c1oc2ccccc2c(O)c1C=Nc1cccnc1	13.0	1.4	1.6	-7.5	0.1
15	OCCN=C(c1ccccc1)C12CN3CN(CN(C3)C1)C2	.	-2.9	-3.9	-10.3	1.3
16	Cc1cc(C)cc(OCc2nc3ncc(Br)cc3[nH]2)c1	17.7	0.6	39.4	11.8	4.5
17	CCOc1ccc2c(c1)c(N=Nc1cccc(C(=O)O)c1)c(O)n2C	-1.7	4.4	-14.4	5.1	4.0
18	Nc1nc(-c2cccnc2)nc(N2CCCCC2)n1	3.1	-0.7	-3.5	21.1	1.1
19	Cn1cc(C(=O)Nc2ccc(Cl)c(Cl)c2)cn1	-1.5	2.0	-1.0	4.8	1.4
20	Cc1ccc(NC(=O)Nc2c(C)n(C)n(-c3ccccc3)c2=O)cc1	24.8	-4.3	5.6	-3.0	2.5

no.	TPT1 inhibitor	EBNA-1 inhibitor	CTSL1 counter	CR mimetic SO
11	0.3	-7.9	-1.1	110.1
12	-0.1	-4.3	-2.5	127.0
13	-4.1	-3.8	2.0	107.8
14	-3.3	1.2	-0.6	102.0
15	0.0	-14.8	-3.0	100.0
16	4.0	-2.1	-4.3	119.4
17	-0.1	8.6	4.5	120.1
18	-1.4	5.9	-1.2	104.0
19	0.1	7.4	-4.4	97.8
20	-1.4	-1.3	-7.2	98.8

# Three compounds out of the list above, sorted by their value in TPT1 inhibitor, rising.
No.	SMILES	JMJD2C inh	core dimer inh	PP5 inh	TPT1 inhibitor	EBNA-1 inhibitor
14	O=c1oc2ccccc2c(O)c1C=Nc1cccnc1	13.0	1.6	0.1	-3.3	1.2
19	Cn1cc(C(=O)Nc2ccc(Cl)c(Cl)c2)cn1	-1.5	-1.0	1.4	0.1	7.4
11	Cc1cc(NC(=O)CCC(=O)N(CCC(C)C)CC(=O)NCC2CCCO2)no1 (configuration not stated)	8.8	3.5	-1.8	0.3	-7.9

# Next part.
no.	smiles	JMJD2C inh	PP1 inh	core dimer inh	ZTA DNA inh	PP5 inh
21	C[n+]1c(/C=C/c2ccc3c(c2)OCO3)ccc2ccccc21	7.5	-2.4	-1.4	-0.6	-1.7
22	O=C(NCc1ccco1)c1ccc(COc2ccccc2Cl)cc1	3.4	2.3	-11.7	-4.9	5.0
23	COc1ccc2[nH]c(C)c(CCNC(=S)Nc3ccc(C)cc3)c2c1	52.1	-0.4	2.2	3.1	4.8
24	Cc1ccc(C)c(OCCC(=O)OCC(=O)NC2CCS(=O)(=O)C2)c1 (configuration not stated)	-4.0	-5.7	1.3	3.5	-2.7
25	CN(Cc1ccccc1)C(=O)COC(=O)c1cc(Cl)nc(Cl)c1	-1.0	-2.7	2.7	-10.4	-0.7
26	COc1ccc(Cl)cc1NC(=O)CN(C)C(=O)CCCc1c[nH]c2ccccc12	1.0	-5.7	0.6	-3.4	3.1
27	Cc1cccc(S(=O)(=O)NNC(=O)c2sc(C)nc2C)c1	-9.4	-1.9	-3.6	-4.5	2.3
28	COc1ccc(NC(=O)[C@H](C)NC(=O)C2CCN(S(=O)(=O)c3ccc(C)cc3)CC2)cc1OC	-7.6	5.4	-2.2	9.5	1.6
29	C(=N/Nc1cc(N2CCOCC2)nc(N2CCOCC2)n1)/c1ccccc1	1.3	-3.4	-5.1	11.4	4.3
30	Oc1ccc2ccccc2c1C=NC1CCCCC1	i	-2.3	9.3	-6.3	2.2

no.	TPT1 inhibitor	EBNA-1 inhibitor	CTSL1 counter	CR mimetic SO
21	-0.7	-2.8	-0.6	88.8
22	-0.5	-7.7	-0.1	106.2
23	0.2	2.2	0.2	107.2
24	-1.8	-10.7	-13.5	99.2
25	-3.2	12.4	-0.5	104.9
26	-1.9	7.8	-2.7	98.1
27	-4.5	-4.2	-0.8	102.5
28	1.9	-4.1	-2.9	98.5
29	-2.8	8.7	4.0	112.3
30	-2.5	-4.3	-3.6	95.5

# Record cards, as listed above. Order of values: JMJD2C inh	PP1 inh	core dimer inh	ZTA DNA inh	PP5 inh	TPT1 inhibitor	EBNA-1 inhibitor	CTSL1 counter	CR mimetic SO
# Results for C[n+]1c(/C=C/c2ccc3c(c2)OCO3)ccc2ccccc21 → 7.5	-2.4	-1.4	-0.6	-1.7	-0.7	-2.8	-0.6	88.8
# Results for COc1ccc(NC(=O)[C@H](C)NC(=O)C2CCN(S(=O)(=O)c3ccc(C)cc3)CC2)cc1OC → -7.6	5.4	-2.2	9.5	1.6	1.9	-4.1	-2.9	98.5
# Results for COc1ccc(Cl)cc1NC(=O)CN(C)C(=O)CCCc1c[nH]c2ccccc12 → 1.0	-5.7	0.6	-3.4	3.1	-1.9	7.8	-2.7	98.1
# Results for O=C(NCc1ccco1)c1ccc(COc2ccccc2Cl)cc1 → 3.4	2.3	-11.7	-4.9	5.0	-0.5	-7.7	-0.1	106.2

# Continued:
no.	smiles	JMJD2C inh	PP1 inh	core dimer inh	ZTA DNA inh	PP5 inh
31	O=C1c2cccc3cccc(c23)C(=O)N1CCN1CCN(C(=S)Nc2ccc(Cl)cc2)CC1	-4.3	-1.9	7.6	-2.7	0.1
32	Cc1nc([N+](=O)[O-])c(Br)n1CC(=O)c1ccc2ccccc2c1	14.6	4.7	23.1	15.9	3.2
33	CC1CCN(S(=O)(=O)c2ccc(C(=O)N3CCOCC3)cc2)CC1	-3.7	0.1	-1.4	9.6	0.3
34	CC12CCC(=O)N1C(C(=O)Nc1ccccc1N1CCOCC1)CS2 (configuration not stated)	0.0	-1.1	2.9	7.0	3.0
35	COc1ccc(NC(=O)c2cc3sccc3n2Cc2ccc(F)cc2)cc1OC	3.3	1.9	2.4	0.7	4.2
36	CCc1cccc(NC(=O)c2ccc(NS(=O)(=O)c3c(C)noc3C)cc2)c1	0.1	1.1	5.9	-6.9	-3.2
37	CC(C)(C)NC(=O)NC(=O)COC(=O)CCCc1c[nH]c2ccccc12	-4.1	0.0	0.4	-2.1	2.3
38	CC(C)Sc1nc(-c2ccccc2)cc(=O)[nH]1	4.9	2.2	3.2	-0.2	0.8
39	CCN1CCN(C(=O)c2ccccc2NC(=O)c2ccc(Cl)cc2)CC1	-6.0	-7.2	-0.5	2.0	0.4
40	CNC(=O)c1ccc(-c2ccc(Cl)c(Cl)c2)s1	2.9	1.7	-4.5	9.1	3.3

no.	TPT1 inhibitor	EBNA-1 inhibitor	CTSL1 counter	CR mimetic SO
31	-2.0	-6.9	8.2	102.8
32	-5.5	-15.3	-2.1	90.8
33	-0.7	8.0	-1.3	105.9
34	-1.8	0.4	-3.3	98.7
35	-2.5	16.2	-0.3	96.6
36	-0.3	-14.2	-0.9	111.4
37	-2.5	2.8	-15.0	99.0
38	-1.5	2.5	-2.8	91.8
39	1.2	1.6	-2.5	98.3
40	0.2	7.1	7.1	93.2

# (next part)
no.	smiles	JMJD2C inh	PP1 inh	core dimer inh	ZTA DNA inh	PP5 inh
41	Cc1nc(N)sc1C(=O)N/N=C/c1ccc([N+](=O)[O-])cc1	-10.7	-4.0	-2.1	-3.4	-0.6
42	COc1cc(C(Nc2ccc(S(=O)(=O)NCC3CCCO3)cc2)C(=O)NC(C)(C)C)cc(OC)c1OC (configuration not stated)	17.6	-2.5	-2.9	-5.3	-0.7
43	COCCCNC(=S)Nc1ccc2nc3n(c(=O)c2c1)CCCCC3	-6.8	-0.4	-3.9	-0.2	-1.6
44	CCc1ccc(C(=O)NNC(=S)Nc2ccc(S(N)(=O)=O)cc2)s1	-23.7	-0.8	-4.6	2.0	14.2*
45	O=C(O)c1ccc(Cl)c(NC(=S)NC(=O)c2ccccc2[N+](=O)[O-])c1	3.1	18.0*	-0.2	1.3	-3.2
46	COC(=O)c1ccc(OCCN2C3=NCCN3c3ccccc32)cc1	-1.7	3.5	-1.0	10.0	0.8
47	CCc1ccccc1NC(=O)Cn1nc(C(F)(F)F)c2c1CCC2	-4.9	0.9	-2.8	-6.2	3.5
48	O=C(Cc1ccc(Br)cc1)Nc1cccc(-c2cn3c(n2)SCC3)c1	-11.7	-0.7	-3.0	6.0	4.1
49	CN(C)c1ccc(/C=N/NC(=O)CCC(=O)NCc2ccccc2)cc1	-3.6	-1.9	-8.4	11.2	4.1
50	COC(=O)c1ccc(NC(=O)CN2C(=O)CNC2=O)cc1	11.4	-2.4	-0.3	5.4	-0.6

no.	TPT1 inhibitor	EBNA-1 inhibitor	CTSL1 counter	CR mimetic SO
41	0.1	-9.3	1.9	99.8
42	-0.3	-5.2	3.8	93.3
43	-0.3	-4.4	5.3	118.0
44	-4.0	-1.2	-0.7	88.7
45	-4.6	11.3	-1.2	183.6
46	37.4*	-10.3	-1.3	136.9
47	-21.5	2.5	-2.8	92.3
48	-0.3	2.5	1.4	100.3
49	2.0	6.2	0.6	95.4
50	-1.6	-7.5	4.7	119.4
